Assay outcomes from PubChem.
FID counter: fluorescent intercalator displacement, NS3 helicase counter-screen; DNA fluorescent intercalator displacement, fluorescence; inhibition, % at 7.9 µM; 290,000 tested, 0.17% active; in the data active = inhibition above about 37%;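 note: 0% = vehicle and 100% = reference compound; higher means more ethidium bromide displaced from hairpin DNA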
NALP1 yeast inh: NALP1 inhibition; inhibition, % at 10 µM; AID 2071; 280,000 tested, 0.61% active; S. cerevisiae NALP1/ASC/caspase-1 growth, X-gal OD620, 72 h; in the data active = inhibition mostly above about 24%, no sharp cut-off; inactive = mostly below about 32%; note: some compounds called inactive have numbers as strong as hits
MEKK2wt PB1 HTS: raises or lowers MEK5 binding to wildtype human MEKK2 PB1 domain | bead flow cytometry, Alexa488-MEK5 binding to MEKK2 WT; actives lie on both sides | binding response (% of control), % at 10 µM | 290,000 tested, 1.1% active | AID 1531; in the data active = binding response below about 67% or above about 130%
VIM-2 inh: blocks Pseudomonas aeruginosa VIM-2 metallo-beta-lactamase; inhibition, % at 5.6 µM; AID 1527; 290,000 tested, 0.89% active; purified VIM-2, nitrocefin hydrolysis, epi-absorbance fluorescence;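 active = inhibition above the mean of all tested compounds plus 3 SD, cutoff set per screening run, cut at about 7.5% in these data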;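 note: red hydrolysis product quenches plate fluorescence so inhibitors raise well fluorescence; 0% = enzyme with DMSO and 100% = DMSO without enzyme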
IMP-1 inh: blocks Pseudomonas aeruginosa IMP-1 metallo-beta-lactamase | 290,000 tested, 0.45% active | inhibition, % at 5.6 µM | purified IMP-1, nitrocefin hydrolysis, epi-absorbance fluorescence;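 active = inhibition above the mean plus 3 SD of all compounds in the same screening run, cut at about 4.5% in these data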;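 note: 0% = IMP-1 with DMSO and 100% = DMSO wells lacking enzyme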
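System: purified IMP-1 / Input: IMP-1 dispensed at 0.2 nM / Medium: 50 mM HEPES pH 7.1, 50 µM ZnSO4, 0.05% Brij 35 / Timing: 15 min enzyme–compound preincubation, then 25 min nitrocefin reaction, 25 °C / Technique: plate fluorescence quenching by hydrolysis product, ex 480/em 530 nm / Repeats: singlicate testing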
PfM18AAP inh: PfM18AAP enzyme inhibition; AID 1822; 290,000 tested, 1.2% active; inhibition, % at 7.35 µM; recombinant PfM18AAP, H-Glu-NHMec fluorogenic cleavage;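 active = inhibition above the campaign mean inhibition over all tested compounds plus 3 SD, cut at about 28% in these data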;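 note: 0% = plate median of test compound wells and 100% = 2 mM ZnCl2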
HCV NS3 hel inh: blocks Hepatitis C virus NS3 helicase unwinding. NS3 helicase DNA unwinding, Cy5 molecular beacon fluorescence. inhibition, % at 10.9 µM. 290,000 tested, 0.56% active. AID 1800;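 active = inhibition above the mean of all tested compounds plus 3 SD, set per campaign, cut at about 35% in these data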;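 note: 0% = DMSO wells and 100% = thioflavine S control wells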
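assay system = NS3 helicase fragment of HCV | buffer or medium = MOPS pH 6.5, MgCl2, DTT, Tween20, BSA | timing = 60 min unwinding reaction at 25 °C after ATP addition | signal = Cy5 beacon fluorescence read at start and 1 h | read-out basis = % inhibition of unwinding | control set = low DMSO, high thioflavine S at 110 µM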
UBC9 SUMO inh: inhibitors of human SUMOylation (UBC9) | P63279 | HTRF SUMOylation assay, SAE1/SAE2 + UBC9, in vitro | inhibition, % at 35 µM | 290,000 tested, 0.36% active | AID 2006; in the data active = inhibition above about 50%, passing the limit was not always enough; note: strong numbers were not always called active
Target sequence (P63279 whole entry, looked up): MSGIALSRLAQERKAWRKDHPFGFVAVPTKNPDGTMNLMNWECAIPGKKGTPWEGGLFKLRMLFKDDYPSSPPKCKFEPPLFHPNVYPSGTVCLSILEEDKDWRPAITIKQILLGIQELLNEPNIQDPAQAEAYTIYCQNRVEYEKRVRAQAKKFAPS
MEKK2mut PB1 HTS: signal of MEK5 binding to mutant human MEKK2 PB1 domain; bead flow cytometry, Alexa488-MEK5 binding to MEKK2 mutant; percent response, % at 10 µM; 290,000 tested, 0.35% active; in the data active = percent response above about 24%, passing the limit was not always enough; note: inactives centre near 1; some results filed as inactive read as strong as hits
An asterisk follows results filed as active; . = not tested or not shown. No enrichment for hits, and some 4.7% of all compounds hit somewhere here.

structure | MEKK2mut PB1 HTS | MEKK2wt PB1 HTS | VIM-2 inh | HCV NS3 hel inh | PfM18AAP inh | UBC9 SUMO inh | NALP1 yeast inh | IMP-1 inh | FID counter
O=C(COC(=O)c1ccc(S(=O)(=O)NCc2ccco2)cc1)NCC1CCCCC1 | 3 | 109 | -1.5 | 1 | -2 | 8 | -20 | -3.3 | -25
c1ccc(C2C3=C(CCCC3)Nc3ncnn32)cc1 (stereo not drawn) | 1 | 100 | -2.5 | -4 | -3 | 15 | 8 | 1.3 | -3
O=C(CSc1nncn1-c1cccnc1)N1CCOCC1 | -1 | 99 | -2.2 | 9 | -8 | -5 | 23 | -0.4 | -1
COc1cccc(CNS(=O)(=O)c2cc(-c3cc(C)no3)ccc2C(C)C)c1 | 6 | 106 | -1.0 | -14 | 0 | 0 | -9 | 0.8 | -35
COc1ccc(-c2nnc(SCC(=O)Nc3cc(S(=O)(=O)N4CCCCC4)ccc3Cl)n2N)cc1 | -3 | 88 | 2.0 | 18 | -15 | -12 | 27 | -0.2 | -30
CCCS(=O)(=O)N1CCC(C(=O)NCC2CCCO2)CC1 (stereo not drawn) | 5 | 98 | -2.1 | 3 | 2 | 3 | 28 | -3.9 | 2
COc1cc(C(=O)NCC(C)C)c([N+](=O)[O-])cc1OC | 9 | 108 | -1.9 | 5 | 7 | 10 | 35 | -3.0 | 11
O=C(O)c1ccccc1-c1ccccc1C(=O)Nc1ccc2c(c1)[nH]c(=O)c1ccccc12 | 1 | 96 | 2.7 | 17 | 3 | 20 | 11 | -0.6 | 1
Cc1c(/C=N/NC(=O)c2ccccc2O)c2ccccn2c1C(=O)c1ccc(F)cc1 | 1 | 108 | -3.4 | 1 | 0 | -13 | 12 | -3.2 | -4
Cc1ccc(S(=O)(=O)NCC(=O)OCC(=O)Nc2cccc(S(=O)(=O)NC3=NCCCCC3)c2)cc1C | 6 | 106 | -2.3 | -6 | -3 | 7 | -8 | -2.7 | -34
O=C(Nc1nccs1)C1CCCN(S(=O)(=O)c2cccnc2)C1 (stereo not drawn) | -6 | 82 | -0.1 | -1 | -2 | -10 | 25 | 4.8* | 0
CCc1ccccc1NC(=O)c1ccc2snnc2c1 | 5 | 100 | -3.0 | 4 | 0 | 2 | -15 | -0.9 | -3
O=C(Nc1cnccn1)C1c2ccccc2Oc2ccccc21 | -3 | 99 | 1.2 | 13 | -1 | -2 | 18 | -2.8 | 6
CCOC(=O)c1sc(NC(=O)CSc2nc(-c3ccco3)cc(C(F)(F)F)n2)c(C(=O)OC)c1C | 5 | 100 | -2.0 | 6 | -8 | 6 | 3 | -2.1 | 0
CC(C)(C)c1ccc(C(=O)N2CCC(=O)N(C(CO)Cc3ccccc3)CC2)cc1 (stereo not drawn) | 2 | 96 | -2.6 | 3 | -4 | -6 | 19 | -2.5 | -43
Cc1c(OCC(=O)N(C)C)ccc2c(-c3ccccc3)cc(=O)oc12 | 4 | 104 | 0.4 | 3 | -8 | 3 | 14 | 0.0 | -26
CCC1CCCCN1C(=O)COc1cccc2c1CCN(C)C2=O (stereo not drawn) | -1 | 101 | -3.5 | -5 | -3 | 3 | 14 | -0.7 | -14
CCc1ccc(NC(=O)CSc2ccc(-c3ccco3)nn2)cc1 | -2 | 99 | -5.4 | 4 | 1 | 29 | -1 | -3.6 | -14
CC(Nc1ccc(Cl)cc1)c1cc(Cl)ccc1O (stereo not drawn) | -5 | 104 | -3.3 | -3 | 2 | 4 | 20 | -3.7 | 1
O=C(c1cc2c(=O)n3ccccc3nc2s1)N1CCN(Cc2ccc3c(c2)OCO3)CC1 | -1 | 102 | 0.6 | -7 | 1 | 33 | -5 | -4.3 | -11
CCCNCc1cc(Br)ccc1OCC(=O)NCCc1ccccc1 | -1 | 101 | -4.1 | -11 | -5 | -4 | 30 | -5.1 | 17
CCc1nc(SCC(=O)N2CCCC2)c2c(=O)n(C)c(=O)n(C)c2n1 | -1 | 103 | 2.0 | -1 | 3 | 16 | 18 | 0.5 | -29
O=C(c1cccs1)N1CCC(c2nc3c(nnn3Cc3cccc(Cl)c3)c(=O)[nH]2)CC1 | 8 | 96 | -3.2 | 11 | 6 | -3 | -9 | -2.2 | -45
O=C(Nc1cccnc1)c1ccc(Cl)c(S(=O)(=O)N2CCCCC2)c1 | -1 | 103 | -2.8 | 2 | 0 | -4 | 7 | -2.8 | -26
COc1ccc(CCN=C(N)NS(=O)(=O)c2cccs2)cc1OC | 8 | 103 | -2.9 | 5 | 3 | -2 | 6 | -1.8 | -2
CCn1cc(C(=O)NCc2ccco2)c(=O)c2cc(S(=O)(=O)N3CCCC3)ccc21 | -1 | 111 | -1.7 | 1 | 0 | 7 | 6 | -1.9 | -20
CC1(C)SC(=S)N(/N=C/c2ccc(O)cc2)C1N(O)C(=O)Nc1ccc([N+](=O)[O-])cc1 (stereo not drawn) | -1 | 94 | -2.5 | 3 | 8 | -31 | 2 | -3.0 | 5
COc1ccc(NC(=O)CNC(=O)c2nn(-c3ccc(OC)c(Cl)c3)c(=O)c3ccccc23)c(OC)c1 | -7 | 92 | 0.5 | -5 | 4 | -11 | 2 | -0.1 | -26
COc1ccc2c3c(c(=O)oc2c1OCC(N)=O)CCCC3 | 12 | 99 | 5.2 | -6 | -10 | 44 | 3 | -5.4 | -1
COc1ccc(Nc2nc(-c3ccccc3O)nc3ccccc23)cc1 | 16 | 130 | -2.4 | -24 | -3 | -14 | 7 | -0.6 | 9

Some entries already given with just HCV NS3 hel inh and PfM18AAP inh:
Molecule	HCV NS3 hel inh	PfM18AAP inh
O=C(c1cc2c(=O)n3ccccc3nc2s1)N1CCN(Cc2ccc3c(c2)OCO3)CC1	-7	1
CCCNCc1cc(Br)ccc1OCC(=O)NCCc1ccccc1	-11	-5
CCc1nc(SCC(=O)N2CCCC2)c2c(=O)n(C)c(=O)n(C)c2n1	-1	3

Other records
structure | MEKK2mut PB1 HTS | MEKK2wt PB1 HTS | VIM-2 inh | HCV NS3 hel inh | PfM18AAP inh | UBC9 SUMO inh | NALP1 yeast inh | IMP-1 inh | FID counter
CCCc1[nH]n(-c2ccc([N+](=O)[O-])cc2)c(=O)c1C=NCCCn1ccnc1 | -3 | 104 | 4.8 | -2 | 2 | 8 | -2 | -2.6 | 15
CCN(Cc1ccccc1)CC(O)COc1ccccc1 (stereo not drawn) | 8 | 114 | -3.1 | -5 | 6 | -13 | -7 | -0.8 | 5
Cc1cc(C)cc(NC(=O)COC(=O)c2cc(C)oc2C)c1 | -1 | 116 | -4.6 | 6 | 1 | -15 | 3 | -4.8 | -4
CC1=CC(=C(C#N)c2nc3ccccc3s2)C=C(C)N1c1ccc(F)cc1 | 6 | 96 | -1.6 | 0 | -2 | 7 | -2 | 0.8 | -11
O=C(O)c1ccc(NC2=C(n3nnc4ccccc43)C(=O)c3ccccc3C2=O)cc1 | 3 | 101 | -3.4 | 7 | 0 | 16 | 8 | -0.5 | -10
COc1ccc(N(CC(=O)N2CCN(c3ccccc3F)CC2)S(=O)(=O)c2ccc(C)cc2)cc1 | 2 | 101 | 1.4 | -15 | 0 | -3 | 3 | -2.0 | -46
CN(C)c1nc(SCCOC(=O)COc2ccc(Cl)cc2Cl)nc(N(C)C)n1 | . | . | -0.8 | -3 | -19 | -13 | 11 | -6.1 | -17
N#Cc1ccc(C(CC(=O)O)N2Cc3ccccc3C2=O)cc1 (stereo not drawn) | 8 | 108 | -0.7 | -10 | 3 | 3 | 13 | -2.3 | -11
Cc1no[n+]([O-])c1COc1ccc(/C=C2\NC(=S)NC2=O)cc1 | 8 | 117 | -0.6 | 4 | 4 | 23 | 4 | -1.5 | -8
CN1CCN(c2nc(-c3ccc(Cl)cc3)cc(=O)[nH]2)CC1 | 4 | 100 | 6.5 | 4 | 1 | 4 | 10 | -3.5 | 2
COc1cc(C(=O)NCCC(=O)NCc2c(F)cc(F)cc2F)cc(OC)c1OC | 4 | 102 | -3.2 | 4 | 2 | . | -13 | -3.5 | -8
O=C(Cn1cc([N+](=O)[O-])cn1)Nc1nc2ccccc2s1 | -2 | 98 | -1.8 | 4 | 7 | -10 | 37 | -2.8 | 7
COc1cccc(NC(=O)CN(C2=NC3CS(=O)(=O)CC3S2)c2cccc(C)c2)c1 (stereo not drawn) | 2 | 101 | -4.0 | 3 | 5 | -2 | 19 | -1.5 | -12
Cn1nc(-c2ccccc2)c(C(O)c2ccc(Cl)cc2)c1Cl (stereo not drawn) | -2 | 96 | 0.0 | -8 | 0 | -1 | 39 | 0.1 | -16
CCC(C)(C(=O)NC1CCCCC1)N(Cc1ccco1)C(=O)c1ccccn1 (stereo not drawn) | 5 | 115 | -3.2 | 1 | -3 | 7 | 1 | -1.2 | -12

Two of the compounds above, with two lines to a compound:
Second line of a record – MEKK2mut PB1 HTS, MEKK2wt PB1 HTS, VIM-2 inh, HCV NS3 hel inh, PfM18AAP inh, UBC9 SUMO inh, NALP1 yeast inh, IMP-1 inh, FID counter
Cc1no[n+]([O-])c1COc1ccc(/C=C2\NC(=S)NC2=O)cc1
    8, 117, -0.6, 4, 4, 23, 4, -1.5, -8
CN1CCN(c2nc(-c3ccc(Cl)cc3)cc(=O)[nH]2)CC1
    4, 100, 6.5, 4, 1, 4, 10, -3.5, 2

(more compounds)
structure | MEKK2mut PB1 HTS | MEKK2wt PB1 HTS | VIM-2 inh | HCV NS3 hel inh | PfM18AAP inh | UBC9 SUMO inh | NALP1 yeast inh | IMP-1 inh | FID counter
O=[N+]([O-])c1ccc(/C=C/C2=NN(c3ccccc3)C(c3ccco3)C2)o1 (stereo not drawn) | 44 | . | 4.5 | 8 | -1 | 36 | -6 | 5.5* | -4
NC(=O)[C@@H]1CCCN1Cc1nc(Cc2cccc(C(F)(F)F)c2)no1 | 10 | 97 | -1.4 | 8 | -2 | 0 | 5 | -2.3 | -9
Cc1ccccc1C(=O)N1CCN(c2nc(N3CCOCC3)nc(N3CCOCC3)n2)CC1 | 6 | 103 | 1.0 | 2 | 3 | -17 | 10 | -0.2 | -11
O=C(Nc1ccc(Oc2ccccc2)cc1)N[C@@H](Cc1ccccc1)C(=O)O | 5 | 103 | -1.6 | -3 | -1 | 8 | 11 | -3.8 | -23
Cc1ccc2cc(CCNC(=O)c3ccco3)c(=O)[nH]c2c1C | . | . | 0.4 | -1 | 3 | 6 | 25 | -2.1 | -16
O=C(Nc1nnc(-c2ccccc2)o1)Nc1ccc(F)cc1F | 4 | 103 | -2.2 | -4 | 2 | 10 | -5 | -3.1 | -1
O=C(Nc1nccs1)c1nc(-c2ccccc2)n(-c2ccccc2)n1 | -1 | 94 | 0.1 | -4 | -1 | 26 | 7 | -3.1 | -9
CC(CCO)Nc1nc2c([nH]1)c(=O)n(C)c(=O)n2C (stereo not drawn) | -6 | 99 | -0.3 | 3 | 0 | 6 | 10 | -3.7 | 1
NCCCn1cnc2ccccc21 | 6 | 103 | -2.0 | 4 | -4 | -2 | -7 | -3.0 | -1
O=C1CN(C(=O)/C=C/c2ccc(Br)cc2)CCN1 | 2 | 101 | -2.3 | -4 | -4 | 0 | 15 | -3.3 | -6
N#Cc1nc(Cc2ccccc2)oc1N1CCN(c2cccc(Cl)c2)CC1 | 7 | 109 | -4.0 | -1 | -1 | 12 | -3 | -2.3 | -2
